STEP block – STEP phosphatase inhibitors, primary screen, biochemical, fluorescence intensity, uHTS | Tyrosine-protein phosphatase non-receptor type 5 (Homo sapiens), P54829 | recombinant STEP, OMFP fluorogenic substrate | inhibition, % at 20 µM | hit rate 0.25% among 360,000 | AID 588621, 2011;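 active = inhibition at 20 µM, scaled per plate between control wells, above about 37%, limit read from the data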;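 also: 0% = DMSO with enzyme and substrate and 100% = substrate only without enzyme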
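Also added – OMFP at 25 µM · Test system – STEP tyrosine phosphatase · Technique – FITC-channel fluorescence of OMFP product · Schedule – 20 min at room temperature, dark · Evaluation – control-normalized % inhibition with plate pattern correction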
Rpn11 block – Rpn11 (PSMD14) deubiquitinase inhibitors, primary screen, biochemical, fluorescence polarization, uHTS. human 26S proteasome, Ub4-pepOG fluorescence polarization; 20S core pre-blocked with epoxomicin. calls only at 20 µM. hit rate 0.59% among 360,000;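 active = inhibition at 20 µM, scaled to each plate's controls, above about 33%, limit read from the data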
Target sequence (O00487 whole entry, looked up): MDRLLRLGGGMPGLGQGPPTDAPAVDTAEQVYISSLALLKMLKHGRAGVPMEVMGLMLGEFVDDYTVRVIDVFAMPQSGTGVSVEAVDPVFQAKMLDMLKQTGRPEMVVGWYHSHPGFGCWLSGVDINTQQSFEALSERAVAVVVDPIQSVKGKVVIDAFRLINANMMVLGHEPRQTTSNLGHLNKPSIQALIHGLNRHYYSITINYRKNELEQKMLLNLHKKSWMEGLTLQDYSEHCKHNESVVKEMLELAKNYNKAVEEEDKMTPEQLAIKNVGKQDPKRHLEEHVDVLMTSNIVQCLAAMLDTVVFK
MsrA inh – bovine MsrA enzyme inhibitors, primary screen, biochemical, absorbance, HTS | purified bovine MsrA, absorbance read-out | inhibition, % at 15.5 µM | hit rate 0.75% among 360,000; in the data active = inhibition above about 4.5%;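 also: 0% = vehicle wells with enzyme and 100% = reference inhibitor wells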
Scp1 inh – Scp-1 phosphatase inhibitors, primary screen, biochemical, colorimetric, uHTS. Carboxy-terminal domain RNA polymerase II polypeptide A small phosphatase 1 (Homo …. Recombinant Scp1, phosphopeptide, malachite green phosphate absorbance. inhibition, % at 20 µM. hit rate 0.88% among 340,000. AID 493091, 2011;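 active = inhibition above about 50% at 20 µM, limit read from the data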;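 also: plate controls were DMSO wells with enzyme for no effect and wells lacking enzyme for full effect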
Target sequence (Q9GZU7 76-261 limits assumed): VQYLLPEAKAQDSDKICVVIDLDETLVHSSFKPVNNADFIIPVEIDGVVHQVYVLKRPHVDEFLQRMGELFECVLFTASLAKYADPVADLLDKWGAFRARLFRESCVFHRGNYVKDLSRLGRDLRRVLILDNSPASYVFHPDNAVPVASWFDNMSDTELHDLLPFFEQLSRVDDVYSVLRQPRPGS
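Assay system: SCP-1 catalytic fragment, aa 76-261 | Buffer or medium: Tris acetate buffer pH 5.5 with MgCl2 and Tween-20 | Compound: One concentration, 20 µM, with 1.0% DMSO | Also added: Phospho 17-mer peptide substrate | Signal: Absorbance at 630 nm | Incubation: 45 min enzyme reaction at room temperature | Measure: % inhibition of SCP-1 phosphate liberation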
NadD inh – inhibitors of S. aureus NadD, primary screen, biochemical, colorimetric, uHTS; Nicotinate-nucleotide adenylyltransferase NadD (Staphylococcus aureus N315); purified NadD enzyme, colorimetric absorbance read-out; inhibition, % at 20 µM; hit rate 0.78% among 360,000; AID 602399, 2012; in the data active = inhibition above about 26%; also: some compounds past the cut are filed as inactive
DNMT1 block – human DNMT1 methyltransferase inhibitors, primary screen, biochemical, molecular beacon, fluorescence, HinP1I cleavage, uHTS; hit rate 0.83% among 360,000; inhibition (reported as % activation of signal), % at 10 µM; in the data active = inhibition above about 50%
SUMO1 PPI mod – modulators of SUMO1 protein-protein interactions, primary screen, biochemical, uHTS. Small ubiquitin-related modifier 1 (Homo sapiens), P63165. SUMO1 binding to a labelled peptide, TR-FRET, 1 h. inhibition, % at 20 µM. hit rate 0.33% among 360,000; in the data active = inhibition above about 37%
LMPTP block – LMPTP phosphatase inhibitors, primary screen, biochemical, fluorescence intensity, uHTS; hit rate 0.22% among 360,000; Low molecular weight phosphotyrosine protein phosphatase (Homo sapiens), P24666; recombinant LMPTP-A, OMFP fluorogenic substrate; inhibition, % at 20 µM;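 active = compounds that cut the enzyme signal by at least half of the control window in the single-dose screen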;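 also: plate controls were DMSO wells with enzyme plus substrate for no effect and substrate without enzyme for full effect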
Target sequence (P24666 whole entry, looked up): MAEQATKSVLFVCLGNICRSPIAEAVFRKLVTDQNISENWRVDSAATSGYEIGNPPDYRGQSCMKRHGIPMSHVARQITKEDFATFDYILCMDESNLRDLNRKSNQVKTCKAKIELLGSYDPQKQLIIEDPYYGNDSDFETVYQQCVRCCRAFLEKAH
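Test system – LMPTP-A phosphatase enzyme · Quantity – 0.625 nM LMPTP-A final · Reagent – OMFP substrate, 400 µM final · Dosing – one test concentration per compound, 20 µM, with 3% DMSO overall · Timing – 50 min enzyme reaction at room temperature, protected from light · Detection – fluorescence intensity · Controls – substrate-only low control, DMSO enzyme-plus-substrate high control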
CSN deneddyl inh – inhibitors of CSN-mediated cullin deneddylation, primary screen, biochemical, fluorescence polarization, uHTS | COP9 signalosome complex subunit 5 (Homo sapiens), Q92905 | Purified CSN, SCF-Nedd8-OG deneddylation | inhibition, % at 12.5 µM | hit rate 0.38% among 360,000 | AID 651999, 2013;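 active = pattern-corrected inhibition above about 35%, with an unprinted fluorescence ratio check between 0.5 and 1.5, limit read from the data, passing the limit was not always enough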;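 also: 0% = enzyme with substrate and 100% = substrate without enzyme; some results filed as inactive read as strong as hits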
Target sequence (Q92905 whole entry, looked up, one chain of several): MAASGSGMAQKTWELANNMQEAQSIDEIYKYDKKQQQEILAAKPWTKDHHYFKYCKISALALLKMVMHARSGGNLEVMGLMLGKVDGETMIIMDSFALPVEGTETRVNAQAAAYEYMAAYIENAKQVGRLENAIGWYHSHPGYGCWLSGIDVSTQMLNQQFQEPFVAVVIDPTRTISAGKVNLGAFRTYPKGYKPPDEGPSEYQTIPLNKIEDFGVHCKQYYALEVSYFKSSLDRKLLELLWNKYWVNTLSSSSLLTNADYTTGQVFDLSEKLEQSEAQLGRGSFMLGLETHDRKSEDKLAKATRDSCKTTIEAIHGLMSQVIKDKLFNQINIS
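Assay system: purified human Csn5 enzyme expressed in HEK293T cells; Input: 0.24 nM Csn5 enzyme, final concentration; Reagent: 10 nM SCFSkp2-Nedd8OG; Compound dosing: 12.5 µM single point; Times: reaction 90 min, room temperature; Technique: fluorescence polarization readout.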
Tb MetRS inh – T. brucei MetRS inhibitors, primary screen, biochemical, luminescence; hit rate 0.4% among 360,000; inhibition, % at 11.9 µM; AID 624268, 2012; purified T. brucei MetRS, ATP depletion, Kinase-Glo luminescence; methionyl-tRNA synthetase (Trypanosoma brucei brucei);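 active = inhibition above a per-plate cutoff of the control wells' mean inhibition plus 3 SD, cut at about 5.5% in these data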;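 also: 0% = DMSO wells median and 100% = median of wells with control inhibitor compound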
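Test system: purified T. brucei MetRS enzyme. Also added: ATP, methionine and E. coli bulk tRNA substrates. Compound: 11.9 µM single point. Schedule: 15 min enzyme-compound preincubation, 2 h reaction, 10 min detection, 25 °C. Signal: luciferase luminescence of residual ATP, Kinase-Glo. Evaluation: percent inhibition versus plate control medians. Controls: DMSO wells, low control.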
* marks the source's active call; other numbers are inactive results; i = inactive; · = not tested or not shown.

SMILES	STEP block	Rpn11 block	MsrA inh	Scp1 inh	NadD inh	DNMT1 block	SUMO1 PPI mod	LMPTP block	CSN deneddyl inh	Tb MetRS inh
CN(C)S(=O)(=O)c1ccc(C(=O)OCC(=O)c2ccc(OC(F)F)cc2OC(F)F)cc1	2	i	-1.6	-7	1	-10	-3	-0.4	3	-0.2
CCOC(=O)N1CCC(=NNC(N)=O)CC1	-2	i	1.3	12	-7	1	0	-0.6	-2	-0.6
Cc1ccccc1OCCOc1cccc(/C=N/NC(=O)Cc2nnc(N)s2)c1	0	i	1.3	-12	-5	-20	-3	1.6	-6	-0.4
O=C1OCc2ccc([N+](=O)[O-])cc21	-1	i	0.2	-12	-2	-1	-25	-0.2	3	0.1
CC(C)COC(=O)Cc1c(O)c2ccccc2[nH]c1=O	-2	i	0.0	-14	-2	1	0	0.1	-4	0.8
C=CCOc1ccc(-c2n[nH]c(=S)o2)cc1	3	i	0.1	-14	4	1	7	-0.9	-3	-0.1
O=C(Nc1ccc([N+](=O)[O-])cc1)C(Cc1ccccc1)N1C(=O)c2cccc3cccc(c23)C1=O (configuration not stated)	1	·	-0.3	-4	20	48	-5	0.2	24	-0.3
CCc1c(C)sc(NC(=O)c2cc(C)on2)c1C#N	13	i	1.4	0	-4	4	1	0.4	2	-0.5
CCOP(=O)(OCC)c1nc(-c2ccccc2)oc1N1CCCCC1	1	i	3.1	-1	-4	-1	3	-1.4	-5	0.1
O=C(Nc1cccc(C(=O)O)c1)Nc1ccccc1Cl	-2	i	-0.4	-9	-4	0	4	-1.6	0	-0.2
O=C(/C=C/N1CCOCC1)c1coc2ccccc12	1	i	3.7	-4	-5	0	-11	-2.3	2	-1.0
CCOc1ccc(S(=O)(=O)Nc2cc(C)ccn2)c2ccccc12	-2	i	1.2	-8	8	7	5	1.6	0	-0.4

Part of the list above with just Tb MetRS inh:
| SMILES | Tb MetRS inh |
| --- | --- |
| CCOP(=O)(OCC)c1nc(-c2ccccc2)oc1N1CCCCC1 | 0.1 |
| O=C(Nc1cccc(C(=O)O)c1)Nc1ccccc1Cl | -0.2 |
| O=C(/C=C/N1CCOCC1)c1coc2ccccc12 | -1.0 |

(cont.)
SMILES	STEP block	Rpn11 block	MsrA inh	Scp1 inh	NadD inh	DNMT1 block	SUMO1 PPI mod	LMPTP block	CSN deneddyl inh	Tb MetRS inh
O=C(COC(=O)c1cccc(Cl)c1)NCc1ccccc1	-2	i	-0.7	-8	-2	0	2	1.3	0	0.0
COc1cccc(CNS(=O)(=O)c2ccc3c(c2)C(C)(C)C(=O)N3C)c1	5	i	·	6	-4	10	2	0.2	2	-0.6
c1ccc(-c2cc3c(-n4cccc4)ncnc3o2)cc1	0	i	-0.1	-12	-8	-14	-12	1.5	11	-0.1
CC(=O)Nc1ccc(S(=O)(=O)N(C)CC(=O)OCC(=O)c2ccc3c(c2)NC(=O)CO3)cc1	0	i	0.7	-5	0	-1	-3	6.1	-4	0.2
O=C(CN(Cc1ccccc1)S(=O)(=O)c1ccc(Br)cc1)NCC1CCCO1 (configuration not stated)	-2	i	0.4	-2	5	0	4	-0.5	-1	-0.2
O=C(COC(=O)c1c[nH]c2ccccc12)NC1CCCCC1	2	i	0.4	-10	1	-1	8	0.3	-1	0.1
CCn1c(=O)c([N+](=O)[O-])c(NCCCn2ccnc2)c2ccccc21	0	i	0.4	0	-3	-4	3	0.2	-1	-0.6
Cc1ccc(NC(=O)c2ccco2)cc1NC(=O)CSc1nnc(-c2cccs2)n1C	-3	i	-0.6	-5	-2	1	7	-1.4	0	-0.7
Cc1ccc(CNS(=O)(=O)c2ccc3c(c2)OCCO3)cc1	-3	i	0.6	-2	-7	-2	1	-0.8	-2	0.9
CC(C)(C)c1ccc(OCC(O)CN(CCO)CC(O)Cn2ccc3ccccc32)cc1 (configuration not stated)	4	i	0.1	-2	-3	0	4	1.8	-1	-0.7
COc1ccc(C2CC(c3ccccc3)=NN2C(=O)COC(=O)c2cc(S(=O)(=O)N3CCOCC3)ccc2F)cc1 (configuration not stated)	0	i	0.7	-13	6	-6	18	3.0	0	0.5
O=C(COc1ccccc1)Nn1c(-c2ccccc2)nc2ccccc2c1=O	-1	i	-0.8	-2	0	-3	9	0.3	1	-0.8
CC(C)(C)C(=O)Nc1cccc(-c2nc3ccccc3c(=O)o2)c1	-1	i	1.4	-8	-1	-6	2	-1.2	0	-0.2
Cc1ccc(C(=O)N/C(=C/c2ccco2)C(=O)OCN2C(=O)c3ccccc3C2=O)cc1	0	i	2.8	1	5	5	-9	1.2	-11	-0.9
OCCN1CCN(c2ncnc3c2ncn3[C@H]2CN(Cc3ccc(Cl)cc3)C[C@@H](CO)O2)CC1	-3	i	-0.1	·	-1	4	1	-0.7	-2	0.0
COc1cc(NC(=O)[C@H]2O[C@@H](n3cnc4c(N)ncnc43)[C@H](O)[C@@H]2O)cc(OC)c1OC	-1	i	-0.2	·	0	6	3	-0.7	2	-1.3
CCn1c(SCC(=O)N/N=C/c2ccc(C)s2)nc2ccccc21	-1	i	0.8	3	-2	-4	-6	0.5	-11	0.4
O=C(Nc1ccc(F)cc1)C(NC1CCCCC1)c1ccccc1 (configuration not stated)	-2	i	-1.6	-7	-7	-2	-2	-0.5	-3	-0.5
CNC(=O)c1[nH]cnc1C(=O)Nc1cccc(C)c1	-3	i	0.1	-5	-6	1	-5	0.7	1	-0.3
C[C@]12CC[C@@H]3c4ccc(O)cc4C(=O)C[C@H]3[C@@H]1CC[C@@H]2O	0	i	-0.2	-6	2	3	2	-2.1	2	0.0
CCNC(=S)N(Cc1ccco1)Cc1cc2cc3c(cc2[nH]c1=O)OCCO3	-4	i	2.0	-7	-1	-2	3	-1.7	-6	-0.1
O=C(Nc1nccs1)c1ccc2c(=O)n3c(nc2c1)CCCCC3	1	i	0.4	4	-1	0	-1	-4.3	-16	-0.3
Cn1c(SCC(=O)N2CCOCC2)nnc1-c1cccc(NC(=O)c2ccccc2)c1	1	i	-0.8	16	14	0	1	-1.0	-2	-0.8
CC1(C)CC(NC(=O)N2c3ccccc3Sc3ccccc32)CC(C)(C)N1	0	i	-1.1	-7	1	1	-1	0.2	0	0.6
CCc1nnc(NC(=O)CSc2nnc(Cc3ccc(OC)cc3)o2)s1	0	i	-0.9	2	8	-1	1	-1.3	1	-0.7
CCCCOc1cccc(C(=O)Nc2ccc(NC(=O)c3cccs3)cc2)c1	-2	i	1.0	-8	-2	11	1	-2.1	0	-0.6
CN(Cc1cn(Cc2ccc(C(F)(F)F)cc2)nn1)C1CN(Cc2cn(Cc3ccc(C(F)(F)F)cc3)nn2)S(=O)(=O)C1 (configuration not stated)	·	·	·	·	0	·	1	0.1	-4	-0.5
Cc1ccc(-c2nc3ccccc3s2)cc1NC(=S)NC(=O)c1ccccc1	4	i	0.0	1	-2	29	-1	0.8	-1	-0.4
CCOc1ccc(-n2c(-c3ccccc3)c[n+]3c2CCC3)cc1	1	i	0.2	4	8	-1	34	-1.1	-11	-0.5
Cc1cc(C)cc(NC(=O)COC(=O)CN=C2NS(=O)(=O)c3ccccc32)c1	4	i	-1.0	-3	-2	-1	24	-0.8	2	0.5
CCCNNC(=O)C(O)(c1ccccc1)c1ccccc1	-3	i	0.2	-5	1	1	-6	0.3	-8	-0.9
CCN(CC)S(=O)(=O)c1ccc(C(=O)NC(=S)N2CCCCC2C)cc1 (configuration not stated)	17	i	0.0	·	-1	4	4	-0.4	-2	-0.1
NC(=O)CCN1CCN(Cc2nc(C(c3ccccc3)c3ccccc3)no2)CC1	2	i	-0.7	-3	-6	4	0	0.1	-5	-0.3
COc1cccc(N2CCN(c3ccc4nnc(CCC(=O)Nc5ncccc5C)n4n3)CC2)c1	-1	i	-0.8	-2	4	-1	5	1.1	-1	-0.2
Cc1ccc(S(=O)(=O)Nc2ccc3c(c2)CC(=O)N([C@H](C)CO)C[C@@H](C)[C@H](CN(C)S(=O)(=O)c2ccccc2)O3)cc1	1	i	-0.5	-6	-6	3	2	-0.2	-3	-0.2
NCCCC[C@H]1CN=C(N)N1CCCCC1CCCCC1	-3	i	0.1	-6	-5	0	5	-1.0	-6	0.4
CN1CCN(C(=O)/C(=C\c2ccccc2)c2ccccc2)CC1	-1	i	0.2	3	3	1	1	-3.5	-1	-0.9
NNc1nc(NCc2ccccc2)nc(N2CCOCC2)n1	-3	i	-0.6	-6	4	-2	-1	-2.6	-6	-1.2
Clc1cc(Br)ccc1OCCCn1ccnc1	1	i	-1.0	0	-4	7	-1	-0.2	4	9.9*
Cc1ccc(Cn2cc(S(=O)(=O)c3ccc(C(C)C)cc3)c(=O)c3cc4c(cc32)OCO4)cc1	-2	i	0.4	-9	8	-11	-4	1.4	-6	-1.1

4 compounds drawn at random from those above, as already listed:
SMILES	STEP block	Rpn11 block	MsrA inh	Scp1 inh	NadD inh	DNMT1 block	SUMO1 PPI mod	LMPTP block	CSN deneddyl inh	Tb MetRS inh
Cc1ccc(-c2nc3ccccc3s2)cc1NC(=S)NC(=O)c1ccccc1	4	i	0.0	1	-2	29	-1	0.8	-1	-0.4
Cc1ccc(CNS(=O)(=O)c2ccc3c(c2)OCCO3)cc1	-3	i	0.6	-2	-7	-2	1	-0.8	-2	0.9
CCOC(=O)N1CCC(=NNC(N)=O)CC1	-2	i	1.3	12	-7	1	0	-0.6	-2	-0.6
CCOc1ccc(S(=O)(=O)Nc2cc(C)ccn2)c2ccccc12	-2	i	1.2	-8	8	7	5	1.6	0	-0.4

Screens deposited in PubChem by several laboratories.

This is a random part of the collection; 3.9% or so of the library scored in one or more.
